Source: PubChem
ATXN2 expr inh: inhibitors of ATXN2 expression | HEK-293 ATXN2-luciferase reporter, luminescence, 24 h | Potency, µM (top dose mostly 57 µM), inactives show at the top dose activity change, negative = inhibition, hits mostly inhibitors | hit rate 0.72% among 360,000 | AID 1745845; also: % is scaled to controls: 0 for no effect and ±100 for the full control effect; nearly all actives have a fitted effect of over 55% in size
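ATXN2-luciferase reporter cells (luciferase flanked by upstream and downstream ATXN2 gene portions) were treated 24 h at 37 °C with compounds at up to 57 uM. SteadyGlo luminescence gave expression; GF-AFC fluorescence gave viability.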
Nrf2 activator: activates Nrf2 signaling; AREc32 ARE-luciferase reporter (MCF7-derived line), luminescence, 24 h; Potency, µM (titrated, usually from 46.1 µM), for inactives: top-dose activation, actives largely listed as activators; hit rate 0.31% among 410,000; also: % of control where 0% means no effect; nearly all actives have a fitted effect of over 65% in size
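AREc32 cells carrying an ARE-driven firefly luciferase reporter were seeded at 1000 cells/well in OPTI-MEM with 5% FBS, then exposed to compound for 24 hr at 37 deg C. Luminescence was read with Steady-Glo after 30 min at RT.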
Nrf2 inh: blocks Nrf2 signaling. A549 ARE-Fluc reporter, luciferase luminescence, 18-24 h. Potency, µM (top dose mostly 46 µM), for inactives: at the top dose activity change, negative = inhibition, actives largely listed as inhibitors. hit rate 2.1% among 360,000. AID 504444; also: % is scaled to controls: 0 for no effect and ±100 for the full control effect; nearly all actives have a fitted effect of over 60% in size
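In this cell-based qHTS, ARE-driven firefly luciferase in A549 cells reports Nrf2 activity; the luminescent signal after BugLite lysis is the measured value, with a prior CellTiter-Fluor read for cell health.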
A549 tox: A549 cytotoxicity, counter-screen for Nrf2 inhibitors. A549 ARE-Fluc cells, CellTiter-Fluor viability, 18-24 h. Potency, µM (top dose mostly 46 µM), for inactives: top-dose activity change, negative = cytotoxicity, most hits filed as inhibitors. hit rate 0.16% among 390,000. AID 504648; also: % is scaled to controls: 0 for no effect and ±100 for the full control effect
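A549 ARE_Fluc cells in 5% FBS OPTI-MEM were exposed to compounds in concentration-response for 18-24 h at 37 deg C. Viability was read by CellTiter-Fluor fluorescence (Ex 405/Em 525) after 30 min, before the luciferase read.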
S2 tox: viability counter-screen for ATXN expression inhibitors; S2 cells (HEK-293 line with an ATXN2-luciferase reporter) viability, CellTiter-Fluor protease fluorescence, 24 h; Potency, µM (top dose mostly 56.7 µM), hits mostly cytotoxic; hit rate 0.49% among 400,000; also: nearly all actives have a fitted effect of over 40% in size
TGFb inhibitor: inhibitors of TGF-b signaling | hit rate 1.2% among 410,000 | Potency, µM (top dose mostly 46.1 µM), without a hit: at the top dose activity, negative = inhibition, actives largely listed as inhibitors | HepG2 CAGA-GFP TGF-b/SMAD3 reporter, GFP fluorescence, 18 h; TGF-beta stimulated, 500 pg/mL final; also: % is scaled to controls: 0 for no effect and ±100 for the full control effect; nearly all actives have a fitted effect of over 65% in size
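HEPG2 CAGA-GFP cells (1000/well, DMEM with 1% FBS) were pre-incubated 2 h at 37 degrees C, given compound by pin tool, then stimulated with TGF-beta at 500 pg/mL final for 18 h before per-cell GFP fluorescence imaging.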
HepG2 viability: counter-screen for TGF-b inhibitors: cytotoxicity in HepG2 cells. HepG2 CAGA-GFP viability, ATP luminescence, 18 h. Potency, µM (titrated, usually from 46.1 µM), inactives show at the top dose activity change, negative = cytotoxicity, actives largely listed as cytotoxic. hit rate 0.76% among 410,000. AID 588856; also: some results filed as inactive show a strong effect at the top dose
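HepG2 CAGA-GFP cells (1000/well, DMEM with 1% FBS) received compound, then TGF-beta at 500 pg/mL final, and were incubated 18 hours at 37 degrees C. Viability was read by CellTiter-Glo luminescence. Media-only wells were set as complete cell-killing and DMSO as no toxicity.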
EPAC2 antag: EPAC2 (human) antagonism; Q8WZA2; EPAC2 GEF exchange of Rap1B-BODIPY-GDP, fluorescence; Potency, µM (top dose mostly 114 µM), for inactives: at the top dose activity, negative = inhibition, most hits filed as inhibitors; hit rate 0.18% among 360,000; also: % is scaled to controls: 0 for no effect and ±100 for the full control effect; nearly all actives have a fitted effect of over 45% in size; many of its hits are not listed in these tables
Target sequence (Q8WZA2 whole entry, looked up): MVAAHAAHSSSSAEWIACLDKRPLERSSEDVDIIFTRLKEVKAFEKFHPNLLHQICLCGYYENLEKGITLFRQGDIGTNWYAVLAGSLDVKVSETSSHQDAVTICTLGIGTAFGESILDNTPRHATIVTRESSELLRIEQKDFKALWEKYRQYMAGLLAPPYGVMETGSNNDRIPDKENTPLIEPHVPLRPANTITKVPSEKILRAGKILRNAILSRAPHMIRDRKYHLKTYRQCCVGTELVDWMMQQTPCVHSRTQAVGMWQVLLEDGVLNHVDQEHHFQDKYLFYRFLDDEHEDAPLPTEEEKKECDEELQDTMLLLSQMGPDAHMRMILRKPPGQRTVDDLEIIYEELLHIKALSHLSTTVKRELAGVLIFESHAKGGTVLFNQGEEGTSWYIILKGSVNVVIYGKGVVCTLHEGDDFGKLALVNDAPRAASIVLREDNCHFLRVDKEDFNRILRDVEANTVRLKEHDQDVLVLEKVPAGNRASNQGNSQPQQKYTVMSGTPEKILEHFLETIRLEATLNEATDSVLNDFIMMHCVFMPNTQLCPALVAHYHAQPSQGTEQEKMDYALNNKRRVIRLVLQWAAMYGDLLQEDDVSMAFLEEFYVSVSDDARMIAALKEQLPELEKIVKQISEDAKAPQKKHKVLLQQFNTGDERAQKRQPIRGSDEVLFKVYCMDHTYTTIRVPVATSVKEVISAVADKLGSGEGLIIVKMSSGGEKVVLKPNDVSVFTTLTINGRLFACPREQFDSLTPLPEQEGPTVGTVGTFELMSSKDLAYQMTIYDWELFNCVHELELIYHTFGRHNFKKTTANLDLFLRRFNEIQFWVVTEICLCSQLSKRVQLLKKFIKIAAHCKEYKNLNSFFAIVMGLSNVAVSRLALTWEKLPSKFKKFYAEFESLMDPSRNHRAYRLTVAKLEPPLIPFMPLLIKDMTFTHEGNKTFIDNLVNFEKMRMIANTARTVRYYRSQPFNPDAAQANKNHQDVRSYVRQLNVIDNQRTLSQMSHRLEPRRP
MCF10A rereplic: inducers of DNA re-replication in MCF 10A breast cells | MCF 10A DNA re-replication, Hoechst nuclear intensity, 48 h | Potency, µM (titrated, usually from 46.1 µM), for the others: at the top dose activity, positive = re-replication, usual class: activators | hit rate 2.9% among 350,000 | AID 624296; also: % of control where 0% means no effect; nearly all actives have a fitted effect of over 50% in size
Active calls of the source: *; i = inactive; ? = inconclusive; / = not tested or not shown; [ ] = remark or other dose. Calls follow the shape of the dose curve; as a rule, active = well fitted curve in the direction sought with a large enough effect; inconclusive = small, poorly fitted or top-dose-only effect, or another doubt; inactive = no such curve, though single readings can be large; an effect the other way counts as inactive or inconclusive. Potency is read from the fitted curve at half-maximal effect. Some of the compounds tested; the hit share may differ from the screen's.

Results follow in this order: TGFb inhibitor	MCF10A rereplic	A549 tox	Nrf2 inh	Nrf2 activator	ATXN2 expr inh	EPAC2 antag	HepG2 viability	S2 tox
CCS(=O)(=O)c1ccc(C(=O)Nc2ccccc2)c(Cl)c1Cl
    0%	-4%	-14%	?	3.1%	2%	7%	-2%	i
O=c1c(-c2ccc(Cl)cc2)c(C(F)(F)F)oc2c(CN3CCCCC3)c(O)ccc12
    8%	/	-1%	15%	-0.8%	-2%	/	-10%	i
Cc1cccc(NC(=O)c2cccc(S(=O)(=O)NCc3ccccc3)c2)n1
    3%	12%	8%	0%	5.4%	-14%	18%	-7%	i
OCCC1CN(Cc2cccn2-c2ncccn2)CCN1C1CCCC1 (configuration not stated)
    8%	0%	1%	0%	-0.1%	/	3%	-6%	i
COc1ccc(C2C(C(=O)Nc3ccccc3OC)=C(C)Nc3nnnn32)c(OC)c1 (configuration not stated)
    12%	-1%	-15%	5%	3.7%	0%	5%	2%	i
COCCNc1nnc(SCC(=O)N(C)c2c(N)n(Cc3ccccc3)c(=O)[nH]c2=O)s1
    -6%	2%	-3%	9%	0.2%	7%	16%	8%	i
Cc1ccc(-c2noc(-c3ccccc3C(=O)N3CCOCC3)n2)cc1
    -11%	0%	-1%	/	0.1%	22%	-2%	-15%	i
CCCn1c(CCC(=O)Nc2ccc(C)c(Cl)c2)nc2cccnc21
    0%	/	12%	-6%	5.6%	-38%	/	-20%	?
Cc1nn(CC(=O)NCCCN2CCCCC2)c(=O)c2cc(-c3ccccc3)nn12
    26%	10%	4%	-16%	-0.3%	/	-7%	1%	i
CN(C)c1ccc(/C=C(\C#N)C(=O)c2ccccc2)cc1
    1%	2%	-6%	-1%	0.0%	0%	28%	6%	i
COc1cccc(NC2=CC(c3ccc(C(C)C)cc3)N(c3cccc(OC)c3)C2=O)c1 (configuration not stated)
    -16%	/	1%	?	0.7%	14%	/	-14%	i
O=C(COc1ccccc1F)Nc1ccc2nc(SCC(=O)N3CCc4ccccc43)sc2c1
    -14%	/	3%	-21%	-0.5%	12%	/	4%	i
COc1ccc2cc(C(=O)C3CCCN(C(=O)CCc4cnn(C)c4)C3)ccc2c1 (configuration not stated)
    -26%	-5%	1%	?	4.7%	-12%	-15%	-14%	i
O=C(CNC1CCCCCC1)Nc1ccccc1N1CCOCC1
    -19%	9%	0%	0%	-0.5%	-18%	-7%	-20%	i
O=C(O)c1cc(/C=N\O)ccc1OCc1ccccc1
    -4%	0%	5%	17%	-0.2%	6%	5%	0%	?
CCSc1nc(-c2ccc(Cl)cc2)nc2c1Cc1c(CO)cnc(C)c1O2
    -9%	/	1%	?	2.3%	4%	/	-11%	i
O=C(Nc1ccc(OCc2ccccc2)cc1)c1cccs1
    2%	-5%	8%	?	4.3%	/	1%	-8%	i
COc1ccc(C2OC3=C(Nc4cc(C)c(C)cc4N3)C2=O)cc1 (configuration not stated)
    ?	-1%	-8%	?	2.6%	/	-13%	6%	/
Cn1c(NCCO)nc2c(c1=O)C1(CCCCC1)Cc1ccccc1-2
    -29%	17%	-5%	-16%	-0.1%	-17%	-6%	-27%	i
O=C(COc1ccc(Br)cc1)NNC(=O)c1ccc(-n2cncn2)c([N+](=O)[O-])c1
    -10%	1%	-1%	3%	0.5%	/	0%	-25%	/
COc1ccc(/C=C/C(=O)NCC(=O)N/N=C/c2ccc(OC)cc2)cc1
    -17%	?	-4%	-4%	5.7%	-18%[11.3 µM]	-2%	1%	i
Clc1ccc(Cn2ncc3c(N4CCCCC4)ncnc32)cc1
    1%	2%	-6%	/	8.1%	-17%	-4%	-2%	i
COc1ccc(OC)c(C2C(C(C)=O)=C(O)C(=O)N2c2ccc(O)cc2)c1 (configuration not stated)
    0%	-11%	0%	0%	-0.3%	-1%	9%	-7%	i
CCOC(=O)NC(=O)CSc1nnnn1-c1ccc(Cl)cc1
    -2%	1.8µM*	-1%	2%	-0.7%	-4%	-2%	-1%	i
Cc1c(C(=O)N(C)C2CC(C)(C)NC(C)(C)C2)oc2c(F)cccc12
    ?	-1%	-1%	5%	0.8%	-12%	-4%	-42%	i
COc1cc(CC(=O)OCC(=O)NC(C)c2ccccc2)cc(OC)c1OC (configuration not stated)
    2%	0%	-1%	-4%	0.3%	-4%	-7%	5%	i
CC(C)Nc1nc(NC(N)=S)nc(NC(C)C)n1
    -11%	-4%	-1%	-8%	0.8%	4%	3%	2%	i
Cc1ccc(NC(=O)CN2C(=O)C3(SCC(=O)N3c3ccc(F)c(F)c3)c3ccccc32)c(C)c1 (configuration not stated)
    1%	/	-27%	-30%	4.7%	-14%	/	-14%	i
CCOc1ccc(-c2nnc(SCC(=O)NC3CCCCC3)nc2-c2ccc(OCC)cc2)cc1
    -13%	/	14%	/	-0.3%	/	/	-1%	/
CC(C)N(C(=O)CN(C#N)c1nc(N(C)C)nc(N(C)C)n1)c1ccccc1
    -14%	-8%	-2%	13%	0.3%	-8%	9%	10%	?
COc1ccccc1CNC(=O)C1CCN(S(=O)(=O)c2ccc3c(c2)CC(C)N3C(C)=O)CC1 (configuration not stated)
    -7%	-1%	2%	?	-0.2%	0%	0%	-14%	i
CC(C)c1cc(NCCN2CCOCC2)n2c(nc3ccccc32)c1C#N
    -2%	-2%	5%	-6%	0.5%	4%	6%	-2%	i
Cc1nnc(SCC(=O)NCc2ccco2)n1-c1ccccc1
    11%	2%	-10%	-11%	-0.6%	5%	0%	-6%	i
CCc1oc(C(=O)O)cc1CN(CC)CC
    -1%	-2%	/	6%	0.2%	-1%	0%	-1%	i
CC(C)c1ccc(-c2nc(N3CCCCCC3)nc3n[nH]c(N)c23)cc1
    8%	?	11%	11%	2.5%	-23%	8%	4%	i
O=C(/C=C/c1ccccc1)COC(=O)c1ccccc1
    -5%	?	5%	-14%	25%	1%	?	-19%	i
O=C(NCCc1ccccc1)c1ccc2c(c1)S(=O)(=O)c1ccccc1C2=O
    ?	0%	6%	-23%	-1.6%	0%	-10%	-11%	i
COc1cccc(CN(C)C(=O)c2ccc(Cl)c(S(=O)(=O)N3CCCCCC3)c2)c1OC
    -30%	7%	-16%	18µM*	1.2%	-28%	8%	-24%	i
Nc1c(N(CCC2=CCCCC2)C(=O)COc2ccc(F)cc2Cl)c(=O)[nH]c(=O)n1Cc1ccccc1
    3.2µM*	12µM*	?	23µM*	-0.1%	11µM*	0%	3.5µM*	/
COc1cccc(N2CC(NC(=O)/C=C\c3ccc(OC)c(OC)c3)CC2=O)c1 (configuration not stated)
    24%	/	10%	/	0.7%	/	/	-1%	/

An excerpt from above in order of heavy-atom count, lowest first.
Results follow in this order: TGFb inhibitor	MCF10A rereplic	A549 tox	Nrf2 inh	Nrf2 activator	ATXN2 expr inh	EPAC2 antag	HepG2 viability	S2 tox
CC(C)Nc1nc(NC(N)=S)nc(NC(C)C)n1
    -11%	-4%	-1%	-8%	0.8%	4%	3%	2%	i
O=C(/C=C/c1ccccc1)COC(=O)c1ccccc1
    -5%	?	5%	-14%	25%	1%	?	-19%	i
COc1cc(CC(=O)OCC(=O)NC(C)c2ccccc2)cc(OC)c1OC (configuration not stated)
    2%	0%	-1%	-4%	0.3%	-4%	-7%	5%	i
Cc1ccc(NC(=O)CN2C(=O)C3(SCC(=O)N3c3ccc(F)c(F)c3)c3ccccc32)c(C)c1 (configuration not stated)
    1%	/	-27%	-30%	4.7%	-14%	/	-14%	i

Taken from above:
Under HepG2 viability, COc1ccc(/C=C/C(=O)NCC(=O)N/N=C/c2ccc(OC)cc2)cc1 has 1%
Under Nrf2 activator, COc1cccc(N2CC(NC(=O)/C=C\c3ccc(OC)c(OC)c3)CC2=O)c1 (configuration not stated) has 0.7%

Going on with the list:
Results follow in this order: TGFb inhibitor	MCF10A rereplic	A549 tox	Nrf2 inh	Nrf2 activator	ATXN2 expr inh	EPAC2 antag	HepG2 viability	S2 tox
COc1ccc(-c2nc3cnccn3c2Nc2ccc(C)cc2)cc1
    ?	0%	0%	-4%	7.2%	-26%	?	-2%	?
Cc1ccnc2nc(C(=O)OCC(=O)N(CC(C)C)CC(C)C)nn12
    -3%	-28%	1%	13%	0.7%	-2%	3%	-1%	i
COc1cc(C(=O)N2C[C@@H]3CCC[C@H]2C3)ccc1OC1CCN(C(C)=O)CC1
    21%	1%	2%	-14%	-0.2%	3%	0%	-16%	i
Cc1ccccc1Cn1c(=O)n(CCC(=O)NCc2ccc3c(c2)OCO3)c(=O)c2ccccc21
    -5%	10%	-16%	-25%	-0.9%	?	-2%	-6%	i
N#C/C(=C(\O)CCl)c1nnc2n1CCCCC2
    23%	-8%	-3%	?	-0.4%	1%	-1%	11%	i
O=C(Nc1cccc(Cl)c1)/C(=C\c1cccnc1)NC(=O)c1ccco1
    0%	0%	-7%	11%	-0.1%	/	10%	5%	i
CN(C)CCN(Cc1ccccc1)C(=O)C1CCN(c2ncnc3c2nc2n3CCCCC2)CC1
    -11%	-4%	0%	2%	1.5%	6%	1%	-6%	i
COc1ccc(CCN=C(N)NS(=O)(=O)c2cc(F)ccc2OC)cc1
    -4%	1%	1%	2%	-0.5%	-1%	-5%	-7%	i
COc1cc(OC)cc(C(=O)NNC(=O)C2CCCC2)c1
    6%	24%	-2%	2%	0.5%	2%	-8%	6%	i
COc1ccc(C)cc1NC(=O)CN1c2ccccc2S(=O)(=O)c2ccccc21
    -33%	/	6%	-17%	-0.8%	2%	/	-11%	i
